High-throughput results as filed in PubChem.
Hsp70 displacement: Hsp70 inhibitors, probe displacement, primary screen, biochemical, fluorescence polarization (AID 583) | Heat shock 70 kDa protein 1A (Homo sapiens) | Hsp70 fluorescence polarization probe displacement, mP; higher % means a stronger effect | displacement, % at 20 µM, or IC50 in µM where a hit was titrated | 140,000 compounds, 0.06% hits; in the data active means displacement above about 50%;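 further: plate controls were vehicle for no effect and reference ligand for full effect; a part of the inactive calls stands beside numbers as strong as those of hits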
MKP-3 inhibition: MKP-3 phosphatase inhibitors, primary screen, biochemical, rat enzyme, in vitro (AID 425); Dual specificity protein phosphatase 6 (Rattus norvegicus); recombinant MKP-3 phosphatase activity, fluorescence; higher % means a stronger effect; one-dose inhibition, % at 20 µM; IC50 in µM for titrated hits; 110,000 compounds, 0.17% hits; in the data active means inhibition above about 50%;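 further: plate controls were vehicle for no effect and reference inhibitor for full effect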
An asterisk follows results filed as active; / = no result given; & = joins results of further samples. Some of the compounds tested, so the mix of outcomes need not match the whole.

SMILES | Hsp70 displacement | MKP-3 inhibition
COc1ccccc1N1CCN(CC(O)COc2ccc3c(c2)CCC3)CC1 (stereo not drawn) | -3.4% | /
CN(CC(=O)NCc1cccs1)S(=O)(=O)c1cccc2nsnc12 | -5.6% | 5.1%
CCSc1ncnc2c(C#N)c3n(c12)CCCCC3 | -0.5% | -6.8%
C=CCN1C(=O)c2ccccc2C1(O)c1ccc(Cl)cc1 (stereo not drawn) | 3.3% | 3.0%
COc1cc(NC(=O)c2ccc3c(c2)OCO3)ccc1NC(=O)C(C)C | -0.8% | -0.2%
Cc1ccc2oc(C(=O)Nc3ccc(N4CCOCC4)c(Cl)c3)c(C)c2c1 | -0.4% | -0.5%
Cc1ccc(CNC(=O)c2ccc(Cl)c([N+](=O)[O-])c2)cc1 | -1.2% | -0.9%
CCN(CC)Cc1c(O)ccc2c(C)c(CC(=O)OC)c(=O)oc12 | 4.4% | -11.5%
COc1ccc(Cl)cc1S(=O)(=O)N1CCN(Cc2ccc3c(c2)OCO3)CC1 | 3.9% | -10.0%
Cc1ccc(Nc2nc(C(=O)NCc3ccco3)cs2)cc1 | 4.7% | -12.9%
CCCCC1CCC(c2nc(-c3cccnc3)no2)CC1 (stereo not drawn) | 3.9% | -8.0%
C=C1CSc2nc(=O)c3c4c(sc3n21)CCC4 | -2.4%&-5.3% | -14.1%&1.9%
CC(C)CC(NC(=O)OC(C)(C)C)C(=O)NC(C(=O)NC(C)C(N)=O)C(C)C (stereo not drawn) | 5.1% | -1.6%
Cn1c(SCc2nnc3n2CCCCC3)nc2ccccc21 | 4.9% | -5.6%
O=C(CSc1ccccn1)c1ccc(-c2ccccc2)cc1 | 3.8% | 1.5%
O=C(Nc1ccc(C(=O)N2CCOCC2)cc1)Nc1cccc2ccccc12 | -2.3% | 2.0%
COc1ccc(C(=O)N2CC3(C)CC2CC(C)(C)C3)cc1OC (stereo not drawn) | 2.5% | /
CCCN1Cc2cccc(C(=O)NCc3cccs3)c2C1=O | 0.6% | -3.3%
CCOC(=O)NC(NCc1ccco1)(C(F)(F)F)C(F)(F)F | -3.0% | -1.2%
O=C(Nc1ccccc1)c1ccccc1NC(=O)C(c1ccccc1)c1ccccc1 | -3.5% | 1.7%
COCCN1CN=C(Nc2nc3ccccc3s2)NC1 | 2.3% | -5.7%
COc1ccccc1C1N(c2ccc(F)cc2)C(=O)C2CCCN21 (stereo not drawn) | 5.2% | 0.0%
COc1cccc(/C=C2/C(=O)NC(=O)N(C)C2=O)c1O | 1.3% | 3.3%
CCn1c(SCC(=O)c2ccccc2)nnc1-c1ccoc1C | 0.9% | -5.7%
CCn1cc(C2=NC(c3ccccc3)CO2)c2ccccc21 (stereo not drawn) | -0.2% | 6.9%

Continued; the last two above are carried over.
SMILES | Hsp70 displacement | MKP-3 inhibition
CCn1c(SCC(=O)c2ccccc2)nnc1-c1ccoc1C | 0.9% | -5.7%
CCn1cc(C2=NC(c3ccccc3)CO2)c2ccccc21 (stereo not drawn) | -0.2% | 6.9%
NC1=NC(=O)/C(=C\c2cc(Br)ccc2OCc2ccccc2F)S1 | -1.3% | 1.3%
C/C(CC(=O)Nc1cccc(C)n1)=N\NC(=O)c1ccco1 | -0.4% | 0.5%
CCn1c2ccccc2c2nnc(SC)nc21 | -1.0% | 1.8%
Cc1ccc(Cc2cnc(NC(=O)Cc3ccccc3)s2)cc1 | -1.3% | 0.2%
CC(C)OC(=O)c1cccnc1SCC(=O)N(C)c1ccccc1 | -2.5% | /
Cc1ccc(CC(=O)OCC(=O)NC2CCCC(C)C2C)cc1C (stereo not drawn) | -1.3% | /
CC(=O)c1c(C)[nH]c(C(=O)OCC(=O)NCCc2ccc(F)cc2)c1C | 3.8% | -1.2%
CCOC(=O)C1=C(Nc2cccc(Cl)c2)OCC1=O | -9.0% | 1.0%
COc1ccccc1C(=O)Oc1ccc(C(C)C)cc1 | 2.4% | /
O=C(Nc1ccc[n+](CC(=O)c2cc3ccccc3oc2=O)c1)c1ccccc1 | 5.0% | 0.1%
COc1cccc(C(=O)CSc2nnc(-c3cccs3)o2)c1 | -1.6% | 2.8%
C=CCOc1nc(N2CCCC2)nc(N2CCCC2)n1 | -1.9% | -0.6%
CC1(C)CC(=O)C2=C(C1)OC(N)=C(C#N)C2CCc1ccccc1 (stereo not drawn) | 2.1% | /
COc1ccc(CCNC(=O)NC2CCCCC2)cc1OC | -7.3% | -2.4%
CCCn1c2c(c(O)c(C(=O)Nc3ccccn3)c1=O)CCCC2 | -1.0% | 0.0%
CCn1c(SCC(=O)O)nnc1-c1ccccc1 | 5.0% | -5.1%
Cc1ccccc1-n1c(C)cc(/C=N/Nc2ccc([N+](=O)[O-])cn2)c1C | -3.6% | /
COc1ccccc1-c1nnc2sc(COc3ccccc3)nn12 | -3.6% | 0.5%
CN(Cc1ccccc1)C(=O)[C@H]1CCC(=O)N1Cc1ccco1 | 2.2% | /
NS(=O)(=O)c1cccc(-c2ccc(C=O)o2)c1 | 4.6% | 2.6%
CC(C)C(=O)N(Cc1cc(=O)[nH]c2ccccc12)c1ccccc1 | 96.2% | 5.0%
C/C(=N\OCc1nc2c3c4c(sc3ncn2n1)CCCC4)c1ccc(Br)cc1 | -1.5% | 0.6%
CC(C)CN1C(=O)c2ccc(C(=O)Nc3ccncc3)cc2C1=O | 7.1% | -5.7%
CC(C)n1cc(/C=C2/NC(=O)N(c3cccc(Cl)c3)C2=O)c2ccccc21 | -5.8% | /
O=C(Nc1cccc(F)c1)C1CC(=O)N(c2ccc(Cl)cc2)C1 (stereo not drawn) | / | -6.8%

One compound at a time, as listed above. Values in the order: Hsp70 displacement	MKP-3 inhibition
CN(Cc1ccccc1)C(=O)[C@H]1CCC(=O)N1Cc1ccco1 is listed as 2.2%	/
O=C(Nc1cccc(F)c1)C1CC(=O)N(c2ccc(Cl)cc2)C1 (stereo not drawn) is listed as /	-6.8%
COc1ccccc1-c1nnc2sc(COc3ccccc3)nn12 is listed as -3.6%	0.5%
CC(C)C(=O)N(Cc1cc(=O)[nH]c2ccccc12)c1ccccc1 is listed as 96.2%	5.0%
CC(C)CN1C(=O)c2ccc(C(=O)Nc3ccncc3)cc2C1=O is listed as 7.1%	-5.7%

Rewritten as tab-separated lines: entries from further up.
mol	Hsp70 displacement	MKP-3 inhibition
NC1=NC(=O)/C(=C\c2cc(Br)ccc2OCc2ccccc2F)S1	-1.3%	1.3%
C/C(CC(=O)Nc1cccc(C)n1)=N\NC(=O)c1ccco1	-0.4%	0.5%
CCn1c2ccccc2c2nnc(SC)nc21	-1.0%	1.8%

Following part
SMILES | Hsp70 displacement | MKP-3 inhibition
Cc1cc(C)c(C)c(S(=O)(=O)NCc2ccco2)c1C | 4.7% | -19.8%
Nc1nc(NCc2cccs2)nn1-c1ccccc1 | 1.2% | /
COc1ccc(C(=O)c2coc3ccc(O)c(CN4CCCC4)c23)cc1 | 1.6% | 2.1%
N#CC1=C(SCC(=O)Nc2ccccc2)NC(=O)CC1c1ccc(O)cc1 (stereo not drawn) | 5.6% | 0.0%
CCN(CC)c1ccc(NC(=O)CSc2nnc3nc(C)cc(C)n23)cc1 | 4.8% | /
COc1ccc(-c2nc(CSCC(=O)NC3CCCc4ccccc43)c(C)o2)cc1 (stereo not drawn) | 0.3% | /
O=C(Cc1ccccc1)N1N=C(c2cccnc2)CC1(O)C(F)(F)F (stereo not drawn) | 1.4% | 2.1%
CC(C)Cc1cc(C(=O)Nc2cc(Br)ccc2O)no1 | 8.6% | 0.0%
CC(C)CCOc1cccc(OCC(=O)NC2CCS(=O)(=O)C2)c1 (stereo not drawn) | 6.6% | -8.8%
Brc1ccc(C2=NCCO2)cc1 | 1.0% | 0.4%
O=C(NC(NC(=O)c1ccccc1)c1ccccc1)c1ccccc1 | -1.6% | /
COc1ccccc1N1C(=O)CC(SC(=NCCc2ccccc2)Nc2ccccc2)C1=O (stereo not drawn) | -0.9% | 2.9%
COc1cc(/C=C2\SC(=S)N(C(CCC(=O)O)C(=O)O)C2=O)ccc1O (stereo not drawn) | -19.5% | 9.5%
COc1ccccc1/C=N/NC(=O)CCc1c(C)n[nH]c1C | -2.4% | 0.8%
CCSc1ccccc1C(=O)NCc1ccco1 | -2.5% | /
O=C(Nc1ccc2c(c1)oc1ccccc12)c1ccc2c(c1)OCO2 | -3.0% | -2.5%
CCN(CC)S(=O)(=O)c1ccc2c(c1)c(=O)c(C(=O)N1CCc3ccccc3C1)cn2C | 6.8% | -8.0%
O=C(NCc1ccccc1)C(Cc1ccccc1)NS(=O)(=O)c1cccc2nsnc12 (stereo not drawn) | 6.2% | /
CCOC(=O)c1ccccc1N/C=C/C(=O)c1ccc(OC)cc1 | 0.2% | 3.2%
CCCC(=O)NCc1ccc2c(c1)cc(C)n2C | 10.1% | /
CN(C)S(=O)(=O)c1cccc(C(=O)Nc2ccc(Cl)cn2)c1 | -2.0% | -10.9%
NS(=O)(=O)c1ccc(CNC2CC(=O)N(c3ccccc3)C2=O)cc1 (stereo not drawn) | 5.7% | -0.1%
COc1ccc(C)cc1-n1nnnc1SCC(=O)Nc1cc(C)on1 | -1.9% | -4.4%
Cc1nc2ccccc2c(=O)n1NCc1cc(Br)cs1 | -1.3% | 4.6%
CCCOc1ccccc1C1CC(=O)Nc2c1ccc1ccccc21 (stereo not drawn) | -1.8% | 4.3%
SMILES | Hsp70 displacement | MKP-3 inhibition
COc1cc(C(=O)Nc2cccc(-c3nc4cc(C)ccc4o3)c2)cc(OC)c1OC | -8.4% | 2.5%
O=C(c1ccccc1)N(Cc1ccco1)C1CCS(=O)(=O)C1 (stereo not drawn) | -1.5% | /
Cc1nn(CC(=O)NCCc2ccccc2)c(=O)c2ccccc12 | 2.9% | -5.4%
CCCCOC(=O)c1ccc(NC(=O)CSCc2n[nH]c(=O)[nH]2)cc1 | 6.5% | -10.0%
COc1ccc(CN=C(C)c2c(C(F)(F)F)[nH]n(-c3nc4ccccc4s3)c2=O)cc1 | -5.8% | /
C=CCNC(=O)C(=O)NCc1ccc(Cl)cc1Cl | 1.5% | -2.8%
Nc1nc(-c2ccc(Cl)cc2)cc(C(F)(F)F)n1 | -0.5% | -1.0%
COc1ccccc1OCC(=O)Nc1ccc2c(c1)OCCO2 | 3.8% | 0.8%
O=C(Nc1nnc(C2CC2)o1)c1ccc(S(=O)(=O)N2CCCc3ccccc32)cc1 | / | -4.2%
Brc1ccc(-c2nnc(-c3cccnc3)c3conc23)cc1 | 3.1% | /
O=C(Sc1nnc(-c2cccc(Br)c2)o1)c1ccc([N+](=O)[O-])cc1 | -3.2% | -2.4%
COc1cc(C)c(N(C(C)=O)c2ccccc2)c(C)c1 | 0.3%&-0.8% | -10.6%&2.1%
c1cncc(-c2noc(COc3ccc4ccccc4c3)n2)c1 | 0.2% | -2.5%
COc1ccc(-n2cnc3cc(NC(=O)c4ccco4)ccc32)cc1 | 4.0% | /
COc1ccc(-c2nnc3sc(CCN4C(=O)c5ccccc5C4=O)nn23)cc1 | 4.9% | -1.4%
O=C(NC1CCCC1)c1cc2ccccc2oc1=O | -1.8% | -2.0%
CCOC(=O)c1ncn2c1C(=O)OC2(C)C | 0.4% | -0.5%
Cc1ccccc1S(=O)(=O)NC(=O)C(C)O (stereo not drawn) | -1.4% | 0.0%
N/C(=N\OC(=O)/C=C/c1ccccc1)c1cccnc1 | -1.6% | 4.6%
COCCCNC(c1ccccc1)c1ccncc1 (stereo not drawn) | 2.7% | -6.4%
CCOC(=O)Cc1nnc(Nc2ccc(C)cc2)c2ccccc12 | 3.7%&3.8% | 0.1%
COc1ccc(CC(=O)N=Nc2c(O)n(CN3CCCC3)c3ccccc23)cc1 | -8.0% | 5.8%
COc1ccc2c(c1)OC1(C)CC2C(C(=O)c2ccccc2OC)C(=O)N1 (stereo not drawn) | 8.0% | -11.1%
CSc1oc(-c2ccco2)nc1S(=O)(=O)c1ccc(F)cc1 | 4.7% | 1.1%
CCOC(=O)Cc1csc(SCC(=O)Nc2cc(Cl)ccc2Oc2ccccc2)n1 | -1.6% | /
SMILES | Hsp70 displacement | MKP-3 inhibition
Cn1c(C(=O)N2CCN(c3ccc(F)cc3)CC2)cc2c(=O)n(C)c3ccccc3c21 | -2.0% | -3.9%
COCCCn1c(CCC(=O)O)ccc1-c1ccc(F)cc1 | -0.5% | -5.6%
CCCCOc1ccc(NC(=O)/C=C/c2ccc(OC)c(OC)c2)cc1 | 0.3% | -0.3%
COc1ccc(/C=N\NC(=O)c2c(C)nc3cc(C)ccn23)c(OC)c1 | 1.6% | -0.2%
Cc1ccc(C)c(CSc2nnc([C@@H](N)C(C)C)o2)c1 | -0.1% | -11.5%
Cc1ccc(S(=O)(=O)N2CCCC2)cc1 | 1.5% | -0.9%
CCOc1cc(/C=N/n2nnnc2N)ccc1OCc1c(C)no[n+]1[O-] | 0.7% | 2.6%
c1ccc(NC(=NCc2ccco2)c2ccccc2)cc1 | 2.7% | -4.2%
CCCn1c(=N)n(CC(=O)O)c2ccccc21 | 2.0% | /
COc1ccc(NC(=O)C2CC2(c2ccc(C)cc2)c2ccc(C)cc2)cc1 (stereo not drawn) | -0.3% | 2.7%
O=C(NC1C2CC3CC(C2)CC1C3)c1ccccc1Br (stereo not drawn) | 0.3% | -2.7%
COc1ccc(NC(=O)c2ccncc2)c(OC)c1 | -5.4% | -0.6%
CCOc1ccc(/C(O)=C2/C(=O)C(=O)N(CCN(C)C)C2c2ccccc2)cc1Cl (stereo not drawn) | 2.1% | -3.0%
CCn1c2ccccc2c2cc(C3C(C#N)=C(N)OC4=C3C(=O)CC(C)(C)C4)ccc21 (stereo not drawn) | -5.4% | -6.7%
